PDI inh = inhibitors of human protein disulfide isomerase. P07237. PDI insulin aggregation turbidity, A650, 90 min. inhibition, % at 10 µM. 350,000 compounds, 0.052% hits;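 active = mean inhibition across replicates of 30% or more, whatever share of single replicates reach that level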;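 also: absorbance from insulin aggregation driven by PDI reduction with DTT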
Target sequence (P07237 whole entry, looked up): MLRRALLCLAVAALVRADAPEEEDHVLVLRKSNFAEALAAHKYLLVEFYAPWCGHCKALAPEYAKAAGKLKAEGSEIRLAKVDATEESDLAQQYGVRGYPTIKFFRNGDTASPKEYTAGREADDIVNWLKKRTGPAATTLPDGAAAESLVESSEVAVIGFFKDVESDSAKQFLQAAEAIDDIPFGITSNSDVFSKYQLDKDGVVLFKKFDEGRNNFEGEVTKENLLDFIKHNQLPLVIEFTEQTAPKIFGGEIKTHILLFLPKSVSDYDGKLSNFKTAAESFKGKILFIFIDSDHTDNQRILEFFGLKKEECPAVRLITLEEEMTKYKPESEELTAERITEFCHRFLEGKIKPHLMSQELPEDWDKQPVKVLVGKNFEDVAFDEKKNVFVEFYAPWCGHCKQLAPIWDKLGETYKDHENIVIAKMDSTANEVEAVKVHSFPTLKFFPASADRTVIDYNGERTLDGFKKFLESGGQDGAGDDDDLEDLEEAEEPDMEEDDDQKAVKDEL
ABCB6 inh MLPCN = human ABCB6 transporter inhibition. K562-ABCB6 porphyrin accumulation, flow cytometry, 1 h; hits give low values. fluorescence ratio to DMSO, % at 10 µM. 360,000 compounds, 0.19% hits. AID 602162;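 active = fluorescence ratio to DMSO below 75%, the collection mean minus 3 SD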;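 also: signal is porphyrin accumulated inside mitochondria; 100% equals median channel fluorescence of DMSO control wells; lower ratio means ABCB6 inhibition with less porphyrin fluorescence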
H9c2 protect = protects H9c2 cardiomyocytes from peroxide injury; protection from H2O2 cell death, % at 20 µM; 360,000 compounds, 0.63% hits; AID 588492; H2O2 injury protection, ATPLite, 2 h;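 active = compounds giving at least 50% protection of heart cells from peroxide-induced death in the single-dose screen, raw or plate-pattern-corrected value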;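 also: 0% = DMSO wells with peroxide and 100% = DMSO wells without peroxide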
CaV13 FRET inh = Disruptors of the CACNA1D IQ motif to Ca2+-dependent inactivation inhibitor domain association, primary screening, Förster resonance energy transfer in intact living … | HEK cells, CFP/YFP FRET ICDI-IQ, plate reader, 10 min; percent FRET-ratio fall versus neutral wells | inhibition, % at 12.3 µM | 340,000 compounds, 0.098% hits;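 active = mean replicate inhibition of at least 30% and at least 1% of replicates passing that level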;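 also: 0% = median of the neutral control wells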
MC4R ag barr = agonists of human melanocortin 4 receptor (MC4R) beta-arrestin; P32245; U2OS MC4R beta-arrestin complementation, luminescence; percent of melanotan II response, DMSO zero; 360,000 compounds, 0.98% hits; AID 540308; activation, % at 8.9 µM;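 active = activation above a per-plate cutoff, the mean activation of sample wells on that plate plus 3 SD, cut at about 8% in these data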
Exocytosis inh = blocks lytic granule exocytosis. TALL-104 LAMP-1 surface exposure, flow cytometry; cells stimulated with thapsigargin and PMA. inhibition, % at 10 µM. 360,000 compounds, 0.66% hits. AID 651702;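 active = inhibition above about 55%, limit read from the data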
ABHD5-PLIN5 inh = ABHD5-PLIN5 protein interaction inhibition | Split G. princeps luciferase complementation, luminescence, 4 h | inhibition, % at 4 µM | 360,000 compounds, 0.78% hits | AID 602281;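 active = inhibition above the mean inhibition across every tested compound plus 3 SD, cut at about 22% in these data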;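 also: 0% = DMSO only wells and the 100% control is not disclosed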
MC4R antagonist = human MC4R antagonism in cAMP assay. MC4R-expressing cells, MTII-stimulated cAMP, LANCE TR-FRET. inhibition, % at 6.5 µM. AID 540295. 360,000 compounds, 0.48% hits;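 active = inhibition above its plate's cutoff, the mean of tested wells on that plate plus 3 SD, cut at about 29% in these data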;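 also: 0% = Melanotan II alone and 100% = Melanotan II plus saturating MCL0020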
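material = U2OS cells stably expressing human melanocortin 4 receptor (MC4R) | also added = Melanotan II challenge | dosing = single nominal compound dose of 6.5 µM | detection = TR-FRET with Eu-cAMP and labeled anti-cAMP, 671 nm | replication = singlicate | timing = compound 30 min, challenge 1 h, detection 1 h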
N-glyco inh = N-linked glycosylation inhibition. 360,000 compounds, 0.23% hits. reporter increase, % at 12.5 µM. AID 588692. D54 ERlucT glycosylation luciferase reporter, 24 h; percent of 100 nM tunicamycin response;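 active = mean luciferase reporter signal, scaled so untreated is 0 and the glycosylation-blocking control 100, at or above a set limit in every replicate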;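 also: luciferase carries N-glycosylation sites so blocking glycosylation raises the light; 0% = median of neutral control wells and 100% = median of 100 nM tunicamycin wells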
m5-HT2A agonist = mouse HTR2A agonism via beta-arrestin recruitment. CHO-K1 mHTR2A beta-arrestin complementation, luminescence; percent of 30 µM serotonin response. P35363. 360,000 compounds, 0.66% hits. activation, % at 7.6 µM. AID 624169;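 active = activation above a run cutoff, the mean activation of all tested compounds plus 3 SD, cut at about 14% in these data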;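 also: 0% = plate median of compound wells and 100% = 30 µM serotonin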
Target sequence (P35363 whole entry, looked up): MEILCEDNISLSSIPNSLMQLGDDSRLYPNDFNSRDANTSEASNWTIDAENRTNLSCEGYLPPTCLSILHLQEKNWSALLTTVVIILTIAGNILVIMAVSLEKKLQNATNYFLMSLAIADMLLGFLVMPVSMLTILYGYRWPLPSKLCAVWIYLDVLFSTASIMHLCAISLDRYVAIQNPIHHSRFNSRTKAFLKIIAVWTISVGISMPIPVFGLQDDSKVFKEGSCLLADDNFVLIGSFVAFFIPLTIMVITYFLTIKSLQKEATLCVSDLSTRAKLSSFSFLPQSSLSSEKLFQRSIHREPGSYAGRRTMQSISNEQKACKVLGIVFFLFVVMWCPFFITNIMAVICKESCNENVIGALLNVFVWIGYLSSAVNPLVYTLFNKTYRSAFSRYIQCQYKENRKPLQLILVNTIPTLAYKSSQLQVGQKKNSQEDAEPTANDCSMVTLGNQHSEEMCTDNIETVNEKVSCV
The depositor's hits bear a star. Rows were taken by chance; 4.2% or so of the library scored in one or more.

COc1ccc(Cl)cc1NC(=O)CCNC(=O)Cn1ccc2ccccc2c1=O was read as PDI inh 11, ABCB6 inh MLPCN 99, H9c2 protect 0, MC4R ag barr -2.2, Exocytosis inh -6, ABHD5-PLIN5 inh 0, MC4R antagonist 9, N-glyco inh -1 and m5-HT2A agonist 13.
For COc1ccc(S(=O)(=O)N2CCC(C(=O)Nc3nnc(CCN4CCCCC4)s3)CC2)cc1 the results were PDI inh -2, ABCB6 inh MLPCN 93, H9c2 protect -2, CaV13 FRET inh -3, MC4R ag barr 1.6, Exocytosis inh -4, ABHD5-PLIN5 inh -4, MC4R antagonist 7, N-glyco inh -5 and m5-HT2A agonist -4.
COc1ccc(N(CC(=O)NC2CC3CCC2C3)S(=O)(=O)c2ccc(C)cc2)cc1Cl (configuration not stated) was read as PDI inh 0, ABCB6 inh MLPCN 91, H9c2 protect 1, CaV13 FRET inh -6, MC4R ag barr -1.4, Exocytosis inh 15, ABHD5-PLIN5 inh -9, MC4R antagonist 5, N-glyco inh -4 and m5-HT2A agonist -1.
Screening CCCNS(=O)(=O)c1cc(Br)cc2c1N(C(=O)CC)CC2 returned PDI inh 12, ABCB6 inh MLPCN 95, H9c2 protect 1, CaV13 FRET inh -3, MC4R ag barr -1.1, Exocytosis inh -1, ABHD5-PLIN5 inh -1, MC4R antagonist 6, N-glyco inh 2 and m5-HT2A agonist -3.
For O=C(O)CCCNC(=O)c1ccc(NC(=O)Cc2ccc(Cl)cc2)cc1 the results were PDI inh 0, ABCB6 inh MLPCN 103, H9c2 protect 2, CaV13 FRET inh -6, MC4R ag barr -0.1, Exocytosis inh -2, ABHD5-PLIN5 inh 4, MC4R antagonist 18, N-glyco inh 0 and m5-HT2A agonist 6.
For O=C(c1ccc(Cl)cc1)C1CCCN(Cc2cccn2-c2cccnc2)C1 (configuration not stated) the results were PDI inh -2, ABCB6 inh MLPCN 93, H9c2 protect -8, CaV13 FRET inh -7, MC4R ag barr -1.1, Exocytosis inh 0, ABHD5-PLIN5 inh -3, MC4R antagonist 1, N-glyco inh -5 and m5-HT2A agonist -6.
COc1ccc(Nc2nc(-c3ccccc3)nc3ccccc23)c(OC)c1 was read as PDI inh -5, ABCB6 inh MLPCN 91, H9c2 protect -9, CaV13 FRET inh 8, MC4R ag barr 1.5, Exocytosis inh 0, ABHD5-PLIN5 inh 3, MC4R antagonist -6, N-glyco inh -1 and m5-HT2A agonist 0.
`C/C=C\C=C/C(=O)Nc1cccc(C2=NOC3(C2)C[C@@H](C(N)=O)N(C(=O)/C=C/CC)C3)c1` (some centres not stated) gave PDI inh -3, ABCB6 inh MLPCN 104, H9c2 protect -4, MC4R ag barr -0.2, Exocytosis inh 4, ABHD5-PLIN5 inh 1, MC4R antagonist 5, N-glyco inh -3 and m5-HT2A agonist 7.
`CCc1ccc(NC(=O)CN(c2ccc3c(c2)OCO3)S(=O)(=O)c2c(C)noc2C)cc1` gave PDI inh -18, ABCB6 inh MLPCN 103, H9c2 protect -8, CaV13 FRET inh -4, MC4R ag barr 3.0, Exocytosis inh 6, ABHD5-PLIN5 inh 4, MC4R antagonist 5, N-glyco inh -2 and m5-HT2A agonist -4.
For Cc1ccccc1C(=O)NNS(=O)(=O)c1cccc([N+](=O)[O-])c1 the results were PDI inh 13, ABCB6 inh MLPCN 85, H9c2 protect 10, CaV13 FRET inh -4, MC4R ag barr -2.3, Exocytosis inh 5, ABHD5-PLIN5 inh -7, MC4R antagonist 1, N-glyco inh 2 and m5-HT2A agonist 4.
Screening CCOc1ccc(OCC(=O)c2c(O)c3ccccc3oc2=O)cc1 returned PDI inh -7, ABCB6 inh MLPCN 108, H9c2 protect 8, CaV13 FRET inh -5, MC4R ag barr 0.2, Exocytosis inh 0, ABHD5-PLIN5 inh 10, MC4R antagonist 8, N-glyco inh 0 and m5-HT2A agonist 1.
Screening Cc1ccc(NC(=O)CSc2ccc3c(c2)OCCO3)nc1 returned PDI inh 0, ABCB6 inh MLPCN 99, H9c2 protect -4, MC4R ag barr -4.6, Exocytosis inh -8, ABHD5-PLIN5 inh -15, MC4R antagonist 7, N-glyco inh 0 and m5-HT2A agonist -2.
For Cc1c(C(C)C)c(=O)n(-c2ccc(S(=O)(=O)NC3CCCCC3)cc2)n1C the results were PDI inh 0, ABCB6 inh MLPCN 89, H9c2 protect -18, CaV13 FRET inh -4, MC4R ag barr -0.6, Exocytosis inh -1, ABHD5-PLIN5 inh 0, MC4R antagonist 2, N-glyco inh -6 and m5-HT2A agonist 2.
`O=C(/C=C/Nc1ccccc1F)c1ccc(Br)cc1` gave PDI inh 3, ABCB6 inh MLPCN 89, H9c2 protect -26, CaV13 FRET inh -6, MC4R ag barr -1.9, Exocytosis inh 3, ABHD5-PLIN5 inh 2, MC4R antagonist 2, N-glyco inh -12 and m5-HT2A agonist 1.
For Cc1nnsc1C(=O)NCc1c(F)cccc1Cl the results were PDI inh -6, ABCB6 inh MLPCN 105, H9c2 protect 4, CaV13 FRET inh -5, MC4R ag barr -1.2, Exocytosis inh -3, ABHD5-PLIN5 inh 0, MC4R antagonist 12, N-glyco inh 0 and m5-HT2A agonist 6.
For CCc1cccc(NC(=O)c2ccc(Cn3c(=O)[nH]c4ccsc4c3=O)cc2)c1 the results were ABCB6 inh MLPCN 96, H9c2 protect -17, CaV13 FRET inh -6, MC4R ag barr 2.4, Exocytosis inh -1, ABHD5-PLIN5 inh 14, MC4R antagonist -4, N-glyco inh 0 and m5-HT2A agonist 1.
`COc1ccc2nc(NC(=O)c3ccccc3O)sc2c1` gave PDI inh -9, ABCB6 inh MLPCN 96, H9c2 protect -23, CaV13 FRET inh -3, MC4R ag barr -0.9, Exocytosis inh 3, ABHD5-PLIN5 inh 4, MC4R antagonist 6, N-glyco inh -12 and m5-HT2A agonist 5.
Screening O=C1CC(N2CCC(c3nc4ccccc4o3)CC2)C(=O)N1 (configuration not stated) returned PDI inh -2, ABCB6 inh MLPCN 94, H9c2 protect 10, CaV13 FRET inh -5, MC4R ag barr -0.3, Exocytosis inh 2, ABHD5-PLIN5 inh 2, MC4R antagonist 5, N-glyco inh 3 and m5-HT2A agonist 2.
Screening Cc1nn(CC(=O)NCc2ccc(C(=O)O)cc2)c(C)c1[N+](=O)[O-] returned PDI inh 0, ABCB6 inh MLPCN 98, H9c2 protect 5, CaV13 FRET inh -6, MC4R ag barr -0.7, Exocytosis inh 1, ABHD5-PLIN5 inh -1, MC4R antagonist 21, N-glyco inh 1 and m5-HT2A agonist 1.
NC(=O)C1CCN(C2OC(=O)c3ccccc32)CC1 (configuration not stated) was read as PDI inh -1, ABCB6 inh MLPCN 108, H9c2 protect -3, MC4R ag barr -1.7, Exocytosis inh -1, ABHD5-PLIN5 inh -1, MC4R antagonist -6, N-glyco inh 4 and m5-HT2A agonist -2.
Screening C=CCSc1nnc(CC(OC)OC)n1-c1ccccc1 returned PDI inh -5, ABCB6 inh MLPCN 100, H9c2 protect -2, CaV13 FRET inh -15, MC4R ag barr 2.3, Exocytosis inh 3, ABHD5-PLIN5 inh 0, MC4R antagonist 20, N-glyco inh 1 and m5-HT2A agonist -4.
Screening N#Cc1c(-c2ccccc2)nc(SCC(=O)Nc2ccccc2F)[nH]c1=O returned PDI inh -5, ABCB6 inh MLPCN 102, H9c2 protect 0, CaV13 FRET inh -6, MC4R ag barr -0.7, Exocytosis inh 4, ABHD5-PLIN5 inh -1, MC4R antagonist 21, N-glyco inh 2 and m5-HT2A agonist -2.
C[C@@H]1CN([C@@H](C)CO)C(=O)CCCn2cc(nn2)CO[C@H]1CN(C)S(=O)(=O)c1ccc2ccccc2c1 was read as PDI inh 1, ABCB6 inh MLPCN 96, H9c2 protect 6, CaV13 FRET inh -6, MC4R ag barr -1.7, Exocytosis inh -2, ABHD5-PLIN5 inh 5, MC4R antagonist 5, N-glyco inh 2 and m5-HT2A agonist 0.
Screening CCN(CC)C(=O)c1ccc(C(=O)Nc2ccc(F)cc2)cc1 returned PDI inh 1, ABCB6 inh MLPCN 98, H9c2 protect 1, CaV13 FRET inh -11, MC4R ag barr 0.5, Exocytosis inh -7, ABHD5-PLIN5 inh 1, MC4R antagonist 12, N-glyco inh 1 and m5-HT2A agonist -6.
For Cc1ccc(CNC(=O)c2ccc(Cl)c(S(N)(=O)=O)c2)n1C the results were PDI inh 9, ABCB6 inh MLPCN 100, H9c2 protect 12, CaV13 FRET inh -19, MC4R ag barr -1.5, Exocytosis inh -5, ABHD5-PLIN5 inh -40, MC4R antagonist 0, N-glyco inh -1 and m5-HT2A agonist 0.
NC(=O)CSc1ncnc2c1cnn2Cc1ccccc1 was read as PDI inh 2, ABCB6 inh MLPCN 94, H9c2 protect -4, CaV13 FRET inh -5, MC4R ag barr 0.4, Exocytosis inh 2, ABHD5-PLIN5 inh -7, MC4R antagonist -4, N-glyco inh -1 and m5-HT2A agonist -4.
CCC(C)NC(=O)c1ccc(CS(=O)(=O)c2ccc(OC)cc2)o1 (configuration not stated) was read as ABCB6 inh MLPCN 108, H9c2 protect -6, CaV13 FRET inh -2, MC4R ag barr -0.5, Exocytosis inh 0, ABHD5-PLIN5 inh 1, MC4R antagonist -3, N-glyco inh 1 and m5-HT2A agonist -4.
For COc1cc(/C=C/C(=O)OCC(=O)NCC(=O)Nc2cccc(C)c2C)ccc1OC(F)F the results were PDI inh -3, ABCB6 inh MLPCN 94, H9c2 protect -6, CaV13 FRET inh -5, MC4R ag barr 0.4, Exocytosis inh 16, ABHD5-PLIN5 inh 2, MC4R antagonist 12, N-glyco inh -1 and m5-HT2A agonist 10.
For CCCC(c1nnnn1CS(=O)(=O)c1ccc(C)cc1)N1CCN(C2CCCC2)CC1 (configuration not stated) the results were PDI inh 11, ABCB6 inh MLPCN 92, H9c2 protect 6, CaV13 FRET inh -3, MC4R ag barr -0.8, Exocytosis inh 31, ABHD5-PLIN5 inh -4, MC4R antagonist -1, N-glyco inh -3 and m5-HT2A agonist -8.
`O=C(CSc1n[nH]c(-c2ccccc2F)n1)NCC(=O)Nc1ccc(F)c(F)c1F` gave PDI inh 11, ABCB6 inh MLPCN 99, H9c2 protect -2, CaV13 FRET inh 11, MC4R ag barr 1.1, Exocytosis inh 1, ABHD5-PLIN5 inh 9, MC4R antagonist -2, N-glyco inh 2 and m5-HT2A agonist 10.
`O=C(NCc1cccc(Cl)c1)c1cccc(OC2CCN(C(=O)C3CC3)CC2)c1` gave PDI inh 3, ABCB6 inh MLPCN 91, H9c2 protect -5, CaV13 FRET inh -3, MC4R ag barr -2.8, Exocytosis inh 3, ABHD5-PLIN5 inh -3, MC4R antagonist 2, N-glyco inh -6 and m5-HT2A agonist 2.

Screening data (PubChem BioAssay)
